# Source: PubChem BioAssay
# TDP1 inh – TDP1 (human) enzyme inhibition; hit rate 0.28% among 350,000; Q9NUW8; recombinant TDP1, AlphaScreen DNA substrate cleavage; Potency, µM (doses to about 130 µM), without a hit: at the highest dose activity change, negative = inhibition, actives largely listed as inhibitors; note: nearly all actives have a fitted effect of over 40% in size
# Target sequence (Q9NUW8 whole entry, looked up): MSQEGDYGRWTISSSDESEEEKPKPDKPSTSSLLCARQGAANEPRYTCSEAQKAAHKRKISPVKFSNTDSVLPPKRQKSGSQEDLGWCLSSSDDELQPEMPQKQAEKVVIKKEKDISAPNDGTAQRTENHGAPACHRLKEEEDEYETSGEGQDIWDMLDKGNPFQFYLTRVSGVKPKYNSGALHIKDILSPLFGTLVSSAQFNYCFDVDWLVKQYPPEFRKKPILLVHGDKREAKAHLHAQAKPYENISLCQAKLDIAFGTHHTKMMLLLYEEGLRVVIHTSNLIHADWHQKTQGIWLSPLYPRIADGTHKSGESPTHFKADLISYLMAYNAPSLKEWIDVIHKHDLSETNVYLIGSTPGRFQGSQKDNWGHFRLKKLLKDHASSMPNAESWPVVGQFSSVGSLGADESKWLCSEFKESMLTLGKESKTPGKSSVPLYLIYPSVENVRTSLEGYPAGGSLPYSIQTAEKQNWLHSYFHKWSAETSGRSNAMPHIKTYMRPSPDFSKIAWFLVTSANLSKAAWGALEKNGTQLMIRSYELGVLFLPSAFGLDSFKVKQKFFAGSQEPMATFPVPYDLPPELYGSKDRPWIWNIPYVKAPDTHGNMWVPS
#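 Signal: AlphaScreen proximity between streptavidin donor and anti-FITC acceptor beads on intact substrate. Reaction: Tdp1 1 nM, substrate 15 nM final, 5 min RT after 15 min compound preincubation.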
# FEN1 inh – inhibitors of human flap endonuclease 1 | P39748 | Recombinant FEN1 flap cleavage, fluorescence, 15 min | hit rate 0.35% among 390,000 | Potency, µM (top dose mostly 114 µM), without a hit: at the highest dose activity change, negative = inhibition, hits mostly inhibitors | AID 588795; note: nearly all actives have a fitted effect of over 65% in size
# Target sequence (P39748 whole entry, looked up): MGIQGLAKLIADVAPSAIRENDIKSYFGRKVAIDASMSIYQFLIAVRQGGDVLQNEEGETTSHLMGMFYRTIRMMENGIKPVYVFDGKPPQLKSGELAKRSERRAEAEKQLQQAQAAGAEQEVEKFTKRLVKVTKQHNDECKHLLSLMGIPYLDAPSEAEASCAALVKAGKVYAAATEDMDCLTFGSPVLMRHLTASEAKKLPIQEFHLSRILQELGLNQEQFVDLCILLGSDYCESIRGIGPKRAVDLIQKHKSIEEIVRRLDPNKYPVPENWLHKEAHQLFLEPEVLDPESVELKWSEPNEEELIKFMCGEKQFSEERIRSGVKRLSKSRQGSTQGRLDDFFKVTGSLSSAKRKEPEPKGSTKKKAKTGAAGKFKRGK
#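 Reaction started by adding substrate (50 nM final) to 10 nM enzyme after 15 min room-temperature compound preincubation. Reads at 0 and 15 min, with data normalized and fitted to a four-parameter Hill equation.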
# N370S GC – inhibitors or activators of N370S glucocerebrosidase for Gaucher disease; hit rate 0.092% among 330,000; P04062; Potency, µM (top dose mostly 59.4 µM), without a hit: top-dose activity change, negative = inhibition, hits mostly inhibitors; N370S GC spleen homogenate, 4MU-glucoside fluorescence;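 note: 0% = full enzyme activity and -100% = no enzyme basal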
# An asterisk follows results filed as active; u = inconclusive; x = not tested or not shown; & = joins results of further samples; [ ] = another dose, or the depositor's remark. Calls come from the whole dose curve; as a rule, active = well fitted curve in the direction sought with a large enough effect; inconclusive = small, poorly fitted or top-dose-only effect, or another doubt; inactive = no such curve, though single readings can be large; an effect the other way counts as inactive or inconclusive. Unless noted, % is set by controls: 0 for no effect and ±100 for the full control effect; potency is the fitted concentration of half-maximal effect. No enrichment for hits; 0.53% or so of the library scored in one or more.
SMILES,TDP1 inh,FEN1 inh,N370S GC
CCc1cccc(NS(=O)(=O)c2c(C)nc3sc(CC)nn3c2=O)c1,-2%,15%&-6%,4%
Cc1nc(N2CCN(Cc3ccccc3)CC2)[nH]c(=O)c1C,6%,-10%,-5%
COc1ccc(S(=O)(=O)c2c(N)n(Cc3ccco3)c3nc4ccccc4nc23)cc1,3%,u,27%
COc1cc([C@H]2OC[C@H]3[C@@H]2CO[C@@H]3c2ccc(O[C@H]3O[C@H](CO)[C@@H](O)[C@H](O)[C@H]3O)c(OC)c2)ccc1O[C@@H]1O[C@H](CO)[C@@H](O)[C@H](O)[C@H]1O,-3%,16%,x
CC(C)Oc1cccc(C(=O)NC2=NCCS2)c1,5%,9%,6%
CCOc1ccc(OCC)c(NC(=O)C(NS(=O)(=O)c2cccs2)c2ccccc2)c1 (stereo unspecified),3%,1%,x
O=C(Nc1ccc(F)cc1)Nc1ccc2snnc2c1,-3%,-5%,x
COc1ccc(N=C2SC(C(N)=O)CC(=O)N2CCc2ccc(OC)c(OC)c2)cc1 (stereo unspecified),-4%,3%,3%
COc1cccc(OC)c1C(=O)N1CC(C)OC(C)C1 (stereo unspecified),0%,-4%,2%
COc1cc(/C=C/C(=O)OCC(=O)Nc2cc(C)on2)ccc1OCC#N,-1%,0%,-3%
CC(=O)Oc1cccc(C(=O)Nc2ccccc2NC(=O)c2cccc(OC(C)=O)c2)c1,x,-14%,1%
COc1ccc(CCN(C)C(=O)c2ccc(C)c(S(=O)(=O)N3CCCCC3)c2)cc1OC,2%,-4%,x
OCCN1CCN(CC(O)COc2ccc3c(c2)OCO3)CC1 (stereo unspecified),-2%,9%,3%[2.35 µM]
CN1CCNC(=O)C1CC(=O)N1CC=C(c2ccc(F)cc2)CC1 (stereo unspecified),-5%,14%,0%
CCCCn1c(SCC(=O)c2ccc3c(c2)NC(=O)CO3)nc2cc(S(N)(=O)=O)ccc21,-6%,-3%,18%
Nn1c(Cc2ccccc2F)nnc1SCCOc1ccc(Cl)cc1,2%,-14%,-2%
CCn1c(=O)cc(SCC(=O)NCCc2ccc(Cl)cc2)c2ccccc21,6%,-5%,x
Cc1ccc(S(=O)(=O)c2cc(N3CCOCC3)nc(-c3ccccc3)n2)cc1,3%,-2%,12%
Cn1c(=O)c(C(=O)COC(=O)c2cc(C(F)(F)F)nc3ccccc23)c(N)n(Cc2ccccc2)c1=O,4%&5%,x,19%&10%
CCSc1nnc(-c2ccc(OC)cc2)o1,1%,3%,3%
C=CCn1c(-c2ccccc2)cc(SC)c(C#N)c1=O,x,-12%,19%
COC(=O)c1ccc(NC(=O)CO/N=C2\CCCc3nonc32)cc1,1%,-2%,4%
CCOC(=O)CSc1nc(N)c(C(=O)Nc2ccc(N(C)C)cc2)s1,8%,11%,12%
CC(Oc1ccc2c(c1)c1ccnc3c4ccccc4c(=O)n2c13)C(=O)NCCN1CCOCC1 (stereo unspecified),x,u,u
COc1ccc(N(C(C)=O)S(=O)(=O)c2cccs2)cc1,0%,-6%,17%

# More compounds
SMILES,TDP1 inh,FEN1 inh,N370S GC
O=C(c1cnn2c(C(F)(F)F)cc(-c3cccs3)nc12)N1CCOCC1,0%,-3%,0%
CC(=O)Nc1ccc(NC(=O)CSCCc2ccccn2)cc1,-6%,5%,2%
CCC(CC)=NNC(=O)c1ccccc1OCc1ccc(F)cc1,-3%,4%,16%
CC[C@H](C)[C@H](NC(=O)[C@H](C)NC(=O)[C@H](CC(=O)O)NC(=O)[C@H](CO)NC(=O)[C@@H](N)Cc1cnc[nH]1)C(=O)N[C@@H](Cc1ccccc1)C(=O)N[C@H](C(=O)N[C@@H](CCC(N)=O)C(=O)N[C@@H](CCC(N)=O)C(=O)N[C@@H](Cc1ccc(O)cc1)C(=O)N[C@@H](CO)C(=O)N[C@@H](CCCCN)C(=O)N[C@@H](CC(C)C)C(=O)N[C@@H](CC(C)C)C(=O)N[C@@H](C)C(=O)N[C@@H](CCCCN)C(=O)N[C@@H](CC(C)C)C(=O)N[C@@H](C)C(=O)N[C@@H](CC(C)C)C(=O)N[C@@H](CCC(N)=O)C(=O)N[C@@H](CCCCN)C(=O)N[C@@H](Cc1ccc(O)cc1)C(=O)N[C@@H](CC(C)C)C(=O)N[C@@H](C)C(=O)N[C@@H](CO)C(=O)N[C@H](C(=O)N[C@@H](CC(C)C)C(=O)NCC(=O)N[C@@H](CO)C(=O)N[C@@H](CCCNC(=N)N)C(=O)N[C@H](C(=O)N[C@@H](CO)C(=O)N1CCC[C@H]1C(=O)N1CCC[C@H]1C(=O)N1CCC[C@H]1C(N)=O)[C@@H](C)O)[C@@H](C)CC)[C@@H](C)O,8%,x,-2%
COc1ccc(N2CCN(C(=O)C3CCN(S(=O)(=O)c4cnc[nH]4)CC3)CC2)cc1,2%,14%,x
CCSc1nnc(SCC(=O)NNC(=O)c2ccccc2F)s1,5%,8%,-14%
O=C1COc2ccc(S(=O)(=O)Nc3ccc(F)cc3)cc2N1,3%,9%,0%
Cc1nn(C)cc1S(=O)(=O)Nc1ncccn1,2%,-9%,0%
CCC(CO)Oc1cc(NCc2ccc(OC)cc2)c2ncn(C(C)C)c2c1 (stereo unspecified),5%,-5%,x
Cc1ccc(NC(=O)CN2C(=O)c3cccnc3Oc3ccc(Cl)cc32)cc1,2%,5%,x
CCOc1ncccc1C(=O)NCc1ccccc1Cl,-5%,17%,-6%
COc1ccc(NC(=O)CCNC(=O)Cn2ccc3ccccc3c2=O)cc1Cl,-14%,5%,0%
COc1ccc(C(=O)CSc2ncn[nH]2)cc1OC,-4%,4%,2%
CCOc1ccccc1C(=O)NC1CCN(Cc2nnnn2C2CCCC2)CC1,-2%,-6%,3%
Cc1cc(C)n2nc(CC(=O)NNC(=O)c3ccc(N(C)C)cc3)nc2n1,-2%,16%,-9%
COC(=O)c1cc(OC)nc2c1c(=O)n(C)c(=O)n2C,-3%,1%,12%
O=C(COC(=O)CSc1nnc(-c2ccc(Cl)cc2)o1)NCc1ccc2c(c1)OCO2,5%,-1%,4%
CCc1ccc(NC(=O)C(=O)NCC2CCCO2)cc1 (stereo unspecified),-3%,19%,-18%
Cc1ccccc1Nc1nnc(SCC(=O)Nc2ccccc2[N+](=O)[O-])s1,-1%,-4%,26%
Cc1cccc(C)c1NC(=O)CSc1nc(-c2ccccc2)nc2c1Cc1c(CO)cnc(C)c1O2,5%,9%,x
CCOc1ccc(NC(=O)CN(C)C(=O)CSC(C)C(=O)Nc2cc(C)on2)cc1OCC (stereo unspecified),0%,11%,-9%
O=C(NCc1cccs1)C1CCN(S(=O)(=O)c2ccc3c(c2)OCCO3)CC1,8%,-14%,-1%
CC(CNC(=O)c1ccc2nc(Cc3ccccc3)oc2c1)c1ccccc1 (stereo unspecified),5%,-16%,x
Cc1ccc(Nc2nnc(SC(C)C(=O)NCC3CCCO3)s2)cc1 (stereo unspecified),0%,0%,x
COCCCNC(=O)Cn1nnc(-c2ccccc2NC(=O)c2ccccc2F)n1,3%,-5%,10%

# Not a retest: an excerpt of the list.
SMILES,TDP1 inh,FEN1 inh,N370S GC
CCc1cccc(NS(=O)(=O)c2c(C)nc3sc(CC)nn3c2=O)c1,-2%,15%&-6%,4%
Cc1nc(N2CCN(Cc3ccccc3)CC2)[nH]c(=O)c1C,6%,-10%,-5%
COc1ccc(S(=O)(=O)c2c(N)n(Cc3ccco3)c3nc4ccccc4nc23)cc1,3%,u,27%
COc1cc([C@H]2OC[C@H]3[C@@H]2CO[C@@H]3c2ccc(O[C@H]3O[C@H](CO)[C@@H](O)[C@H](O)[C@H]3O)c(OC)c2)ccc1O[C@@H]1O[C@H](CO)[C@@H](O)[C@H](O)[C@H]1O,-3%,16%,x
CC(C)Oc1cccc(C(=O)NC2=NCCS2)c1,5%,9%,6%
CCOc1ccc(OCC)c(NC(=O)C(NS(=O)(=O)c2cccs2)c2ccccc2)c1 (stereo unspecified),3%,1%,x
O=C(Nc1ccc(F)cc1)Nc1ccc2snnc2c1,-3%,-5%,x
COc1ccc(N=C2SC(C(N)=O)CC(=O)N2CCc2ccc(OC)c(OC)c2)cc1 (stereo unspecified),-4%,3%,3%
COc1cccc(OC)c1C(=O)N1CC(C)OC(C)C1 (stereo unspecified),0%,-4%,2%
COc1cc(/C=C/C(=O)OCC(=O)Nc2cc(C)on2)ccc1OCC#N,-1%,0%,-3%
CC(=O)Oc1cccc(C(=O)Nc2ccccc2NC(=O)c2cccc(OC(C)=O)c2)c1,x,-14%,1%
COc1ccc(CCN(C)C(=O)c2ccc(C)c(S(=O)(=O)N3CCCCC3)c2)cc1OC,2%,-4%,x
OCCN1CCN(CC(O)COc2ccc3c(c2)OCO3)CC1 (stereo unspecified),-2%,9%,3%[2.35 µM]
CN1CCNC(=O)C1CC(=O)N1CC=C(c2ccc(F)cc2)CC1 (stereo unspecified),-5%,14%,0%
CCCCn1c(SCC(=O)c2ccc3c(c2)NC(=O)CO3)nc2cc(S(N)(=O)=O)ccc21,-6%,-3%,18%
Nn1c(Cc2ccccc2F)nnc1SCCOc1ccc(Cl)cc1,2%,-14%,-2%
CCn1c(=O)cc(SCC(=O)NCCc2ccc(Cl)cc2)c2ccccc21,6%,-5%,x

# Next section.
SMILES,TDP1 inh,FEN1 inh,N370S GC
CCOC(=O)Nc1cccc(OCC(=O)Nc2ccc3c(c2)CCC3)c1,0%,2%,x
COc1cc(C)nc(Oc2ccc(OCCOc3ccccc3)nn2)n1,0%,-5%,-4%
O=C(NC1CCCCC1)NC1(C(=O)N2CCN3CCCC3C2)CCCCC1 (stereo unspecified),3%[56.1 µM],-3%,2%
Cn1nc(C(F)(F)F)c(-c2ccc(F)cc2)c1NC(=O)Nc1ccc(F)cc1,4%,-3%,2%
CCc1ccc(OCCNC(=O)c2ccccc2SCc2ccccc2)cc1,-3%,-17%,-3%
COc1ccc2[nH]cc(CCNS(=O)(=O)c3ccccc3)c2c1,1%,-2%,0%
Cc1ccc(NC(=S)N(CCCN2CCOCC2)Cc2cccs2)c(C)c1,-1%,-6%,-14%
Cc1ccc(C2N3CC4([N+](=O)[O-])CN2CC([N+](=O)[O-])(C3)C4(C)C)cc1 (stereo unspecified),5%,21%,8%
CCOC(=O)c1sc(NC(=O)C2CC=CCC2C(=O)O)nc1C (stereo unspecified),22µM*,-15%,-2%
CCCOc1ccc2oc(=O)c3c(c2c1)CCCN3C(=O)CN(C)Cc1ccccc1,7%,-14%,-11%
Cc1nc2ccn(Cc3ccco3)c(=O)c2cc1C(=O)Nc1ccc(F)cc1,2%,17%,x
O=C(O)[C@H]1CCCN1,3%&1%,x,-1%&-1%
CC1CCCN(C(=O)COC(=O)CNC(=O)c2sc3ccccc3c2Cl)C1 (stereo unspecified),-4%,-7%,x
Cn1c(=O)n(CCc2ccccc2)c(=O)c2c1nc1n2CCN1Cc1ccco1,4%,-10%,-25%
Cc1cc(C)n2nc(C(=O)OCCOc3cccc(Br)c3)nc2n1,-1%,4%,-4%
CCCCSc1nc2c(cnn2-c2ccc(C)c(C)c2)c(=O)[nH]1,6%,-7%,9%
COc1cccc(CNC(=O)C(C)n2ncn3cccc3c2=O)c1OC (stereo unspecified),6%,-1%,x
COc1ccc(CC(=O)n2[nH]c(=O)ccc2=O)cc1OC,12%,-6%,-1%
Cc1[nH]n(-c2ccccc2)c(=O)c1C(c1ccccc1C(=O)O)c1c(C)[nH]n(-c2ccccc2)c1=O,0%,-3%,29%
Cc1nn(Cc2ccc(C(=O)Nc3nccs3)cc2)c(C)c1Cl,2%,-2%,1%
Cn1c(=O)c2c(c3ccccc31)OC(=O)CC2c1cccc(F)c1 (stereo unspecified),6%,12%,x
CCN1CCN(c2ccc(N=Cc3ccc(O)cc3O)cc2)CC1,8%,u,-23%
COc1ccccc1CNC(=O)CCC1N=C2c3ccccc3N=C(SCc3ccccc3Cl)N2C1=O (stereo unspecified),3%,-12%,x
COc1cccc(OC)c1CC1SC(=O)NC1=O (stereo unspecified),-2%,-9%,-5%
NNC(=O)c1ccc(Cn2cccn2)o1,x,16%,4%

# Limited to N370S GC and FEN1 inh, for 2 of the compounds above:
mol | N370S GC | FEN1 inh
O=C(NC1CCCCC1)NC1(C(=O)N2CCN3CCCC3C2)CCCCC1 (stereo unspecified) | 2% | -3%
Cn1nc(C(F)(F)F)c(-c2ccc(F)cc2)c1NC(=O)Nc1ccc(F)cc1 | 2% | -3%

# Later entries:
SMILES,TDP1 inh,FEN1 inh,N370S GC
Cn1ncc(Cl)c1C(=O)N1CCc2ccccc21,6%,0%,1%
Cc1ccc(C)c(SCC(=O)OC/C(O)=C(\C#N)c2nc3ccccc3[nH]2)c1,10%,-8%,14%
CC(C)(C)C(=O)C1=C(O)C(=O)N(c2ccccc2)C1c1ccccc1 (stereo unspecified),4%,-1%,-9%
COc1ccc(OC)c(C(C)NC(=O)C(C)n2cc([N+](=O)[O-])cn2)c1 (stereo unspecified),1%,3%,x
COc1cc(C(=O)OCC(=O)Nc2ccccc2C(=O)NC2CC2)c([N+](=O)[O-])cc1OC,0%,1%,x
O=C(OCC(=O)N1CCc2ccccc21)C1CCCN1S(=O)(=O)c1ccc(Cl)cc1 (stereo unspecified),0%[56.1 µM],1%,x
Cc1ccc(C(=O)COC(=O)c2cnccn2)cc1C,5%,x,-3%
